NTMT1 inhibitor = Primary qHTS for Inhibitors of N-terminal methyltransferase 1 (NTMT1): MTaseGlo Assay; N-terminal Xaa-Pro-Lys N-methyltransferase 1 (Homo sapiens), Q9BV86; 2.5% of 59,000 active; Potency, µM (series often up to 114 µM), for inactives: top-dose activity change, negative = inhibition, most hits filed as inhibitors; NTMT1 MTase-Glo SAH luminescence, purified enzyme; AID 1645870, 2021;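 further: plate controls were DMSO vehicle for no effect and no enzyme for full effect; nearly all actives have a fitted effect of over 65% in size; many of its hits are not listed in these tables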
FH mod = Identification of activators of human fumarate hydratase by quantitative high-throughput screening | Fumarate hydratase, mitochondrial (Homo sapiens), P07954 | FH coupled MDH/diaphorase resazurin fluorescence, 15 min | Potency, µM (series often up to 79.9 µM), without a hit: top-dose activity change, negative = inhibition, actives largely listed as inhibitors | 0.22% of 54,000 active | AID 1347055, 2019; further: the screen sought activators but most active calls are inhibition curves; nearly all actives have a fitted effect of over 45% in size
Target sequence (P07954 whole entry, looked up): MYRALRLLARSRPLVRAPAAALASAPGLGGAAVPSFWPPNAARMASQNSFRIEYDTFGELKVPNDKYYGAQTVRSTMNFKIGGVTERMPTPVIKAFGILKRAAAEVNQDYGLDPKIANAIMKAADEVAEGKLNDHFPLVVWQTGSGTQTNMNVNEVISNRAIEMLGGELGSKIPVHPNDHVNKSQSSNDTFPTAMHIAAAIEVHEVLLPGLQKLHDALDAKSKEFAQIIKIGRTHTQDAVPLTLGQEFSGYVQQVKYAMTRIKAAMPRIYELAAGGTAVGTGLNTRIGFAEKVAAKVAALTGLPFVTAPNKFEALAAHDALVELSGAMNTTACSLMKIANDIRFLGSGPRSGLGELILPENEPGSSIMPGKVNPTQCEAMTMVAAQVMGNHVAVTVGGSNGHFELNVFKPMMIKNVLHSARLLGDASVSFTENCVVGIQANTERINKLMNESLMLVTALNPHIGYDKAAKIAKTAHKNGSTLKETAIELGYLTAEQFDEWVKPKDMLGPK
* marks the source's active call; other numbers are inactive results; ? = inconclusive; & = joins results of further samples; [ ] = remark or other dose. The call rests on the fitted dose curve; in most records, active means well fitted curve in the direction sought with a large enough effect; inconclusive means small, poorly fitted or top-dose-only effect, or another doubt; inactive means no such curve, though single readings can be large; an effect the other way counts as inactive or inconclusive. Unless noted, on the % scale 0 is the no-effect control and ±100 the full control effect; potency means the concentration at half of the fitted maximal effect. The list is partial (hit frequency here may not be typical).

SMILES | NTMT1 inhibitor | FH mod
CN1CCC(N(Cc2ccccc2)c2ccccc2)CC1 | -29%[57.5 µM] | 0%[53.3 µM]
COC[C@@H]1OC(=O)/C(=C\N(C)CCCN(C)C)C2=C(O)C(=O)C3=C([C@@H](OC(C)=O)C[C@@]4(C)[C@@H]3CC[C@@H]4O)[C@@]21C | 5% | 5%
Nc1c(Cl)c(Cl)c(Cl)c(Cl)c1Cl | 6% | 1%
c1ccc(C2CC2)c(OCC2=NCCN2)c1 | 4%[57.5 µM] | -7%&9%[53.3 µM]
COc1ccc2c(c1)[nH]c1c(C)nccc12 | -16% | -12%
NN=C(N)N | 31%[activator][57.5 µM] | -7%&-11%&-12%[53.3 µM]
CC(O)(c1ccccc1)C(Cc1ccc(Cl)cc1)n1cncn1 (configuration not stated) | 2%[57.5 µM] | 3%
Cc1cccc(NC(=O)N[C@@H]2N=C(c3ccccc3)c3ccccc3N(C)C2=O)c1 | 6%[57.5 µM] | -2%
CC(C)[C@]12O[C@@H]1[C@@H]1O[C@]13[C@]1(O[C@H]1C[C@@H]1C4=C(CC[C@@]13C)C(=O)OC4)[C@H]2O | 6%[57.5 µM] | 6%[53.3 µM]
C/C=C1/CN2CC[C@]34C(=Nc5ccc(OC)cc53)C2C[C@@H]1C4(CO)C(=O)OC (some centres not stated) | 7%[29.8 µM] | 1%[53.3 µM]
CCOC(=O)c1cncn1[C@H](C)c1ccccc1 | -15%[57.5 µM] | 6%[53.3 µM]
CN1C2CCC(C)(C)C1CC(OC(=O)C(O)(c1cccs1)c1cccs1)C2 (configuration not stated) | 6%[57.5 µM] | -7%[53.3 µM]
CC1=C[C@H]2O[C@@H]3C[C@H]4OC(=O)/C=C/C=C/C(=O)OCC/C(C)=C/C(=O)OC[C@@]2(CC1)[C@]4(C)[C@]31CO1 | 4%[29.8 µM] | -12%[53.3 µM]
O=C(N[C@H]1CN2CCC1CC2)c1ccc(Cl)cc1 | 8% | 0%
CC1=C(C(=O)O)N2C(=O)[C@@H](N)[C@H]2SC1 | -4%[29.8 µM] | 2%[20.6 µM]
COc1ccc2c(c1)c(CCN(C)C)cn2S(=O)(=O)c1ccccc1 | -3%[57.5 µM] | 0%
CCNc1nc(Cl)nc(NCC)n1 | 2%[57.5 µM] | 4%[53.3 µM]
CCC1NC(=O)C2C(Cl)C(Cl)CN2C(=O)C(CC)NC(=O)CC(c2ccccc2)NC(=O)C(CO)NC1=O (configuration not stated) | -3%[29.8 µM] | -6%[53.3 µM]
CC(C)=CCOc1c2occc2cc2ccc(=O)oc12 | 8%[57.5 µM] | -30%&-14%[53.3 µM]
C=C(C)[C@@]12O[C@@H]1[C@@]1(C)C(=CC2=O)CC[C@@H](OC(C)=O)[C@@H]1C | ? | -10%
COc1cc(C)[nH]c(=O)c1CNC(=O)c1c(C)n([C@H](C)C2CCOCC2)c2ccccc12 | 7% | -2%
Cc1ccccc1-n1c(Cn2ncc3c(N)ncnc32)nc2cccc(C)c2c1=O | 6%&-17%[57.5 µM] | 0%
COc1cc(C[C@@H](C)N)c(OC)cc1Br | -13% | 7%
Clc1ccccc1N1CCNCC1 | -2%[57.5 µM] | -1%[53.3 µM]
COC(=O)CC1CC2(C(=O)c3c(O)cccc3C2(O)C(=O)OC)C(C)O1 (configuration not stated) | 8%[29.8 µM] | 12%[53.3 µM]

No new results follow: an excerpt of the list.
SMILES | NTMT1 inhibitor | FH mod
Cc1ccccc1-n1c(Cn2ncc3c(N)ncnc32)nc2cccc(C)c2c1=O | 6%&-17%[57.5 µM] | 0%
COc1cc(C[C@@H](C)N)c(OC)cc1Br | -13% | 7%
Clc1ccccc1N1CCNCC1 | -2%[57.5 µM] | -1%[53.3 µM]
COC(=O)CC1CC2(C(=O)c3c(O)cccc3C2(O)C(=O)OC)C(C)O1 (configuration not stated) | 8%[29.8 µM] | 12%[53.3 µM]

(cont.)
SMILES | NTMT1 inhibitor | FH mod
CCCC1CCCCN1 (configuration not stated) | 12%[57.5 µM] | 5%[53.3 µM]
N#C[C@@H](O[C@@H]1O[C@H](CO[C@@H]2O[C@H](CO)[C@@H](O)[C@H](O)[C@H]2O)[C@@H](O)[C@H](O)[C@H]1O)c1ccccc1 | -6%[29.8 µM] | 2%[53.3 µM]
CC1OC(C)OC(C)O1 (configuration not stated) | -7%[57.5 µM] | -7%[53.3 µM]
CC1(C)C(=O)N(c2ccc(C#N)c(C(F)(F)F)c2)C(=S)N1c1ccc(C(N)=O)c(F)c1 | 5%[57.5 µM] | 1%
COc1ccccc1CN[C@H]1C2CCN(CC2)[C@H]1C(c1ccccc1)c1ccccc1 | 3%[57.5 µM] | 8%
COc1cc(O)c2c(c1)CCC[C@@H](O)[C@H](O)C(=O)/C=C\C[C@H](C)OC2=O | 10µM* | 1%[53.3 µM]
COC(=O)C1(C)CCC(O)C2(C)c3c(O)cc(C(C)C)cc3C(O)C(OC(C)=O)C12 (configuration not stated) | 6%[29.8 µM] | -6%[53.3 µM]
CC[C@H]1C=CC=CC[C@@H](C)[C@H](O)[C@@](C)(O)C(=O)[C@@H](C)[C@H](O)[C@@H](C)C(=O)[C@@H](C)[C@H](O)[C@@H](C)C=CC(=O)O[C@@H]2[C@@H](C)[C@H](CC1)O[C@]1(CC[C@H](C)[C@H](C[C@@H](C)O)O1)[C@H]2C | 4%[57.5 µM] | -14%[53.3 µM]
O=S(=O)(O)C(F)(F)C(F)(F)C(F)(F)C(F)(F)F | 33%[activator] | 4%
C[C@]12Cc3cn[nH]c3C[C@@H]1CC[C@@H]1[C@H]2CC[C@@]2(C)[C@H]1CC[C@]2(C)O | ? | 3%[53.3 µM]
CC1=CC(=O)[C@@H](O)[C@]2(C)C3[C@@H](O)[C@@H]4OC(=O)[C@@H]([C@H]4C)[C@]3(C)C(=O)C[C@@H]12 (some centres not stated) | 18%[29.8 µM] | -16%[53.3 µM]
CN1C(=O)COc2c(C(=O)NC3CN4CCC3CC4)cc(Cl)cc21 (configuration not stated) | 0% | 17%&-3%[53.3 µM]

Of the compounds above, 5 contain a carbonyl joined to an NH by a bond outside any ring:
SMILES | NTMT1 inhibitor | FH mod
Cc1cccc(NC(=O)N[C@@H]2N=C(c3ccccc3)c3ccccc3N(C)C2=O)c1 | 6%[57.5 µM] | -2%
O=C(N[C@H]1CN2CCC1CC2)c1ccc(Cl)cc1 | 8% | 0%
COc1cc(C)[nH]c(=O)c1CNC(=O)c1c(C)n([C@H](C)C2CCOCC2)c2ccccc12 | 7% | -2%
CC1(C)C(=O)N(c2ccc(C#N)c(C(F)(F)F)c2)C(=S)N1c1ccc(C(N)=O)c(F)c1 | 5%[57.5 µM] | 1%
CN1C(=O)COc2c(C(=O)NC3CN4CCC3CC4)cc(Cl)cc21 (configuration not stated) | 0% | 17%&-3%[53.3 µM]

Assay outcomes: PubChem BioAssay, National Center for Advancing Translational Sciences (NCATS)
